Assay outcomes: PubChem BioAssay, Southern Research Specialized Biocontainment Screening Center
M. tuberculosis HTS – M. tuberculosis growth inhibition, HTS (AID 449762); M. tuberculosis H37Rv growth inhibition, 7H9 media; higher % means a stronger effect; inhibition, % at 25 µM, or IC50 in µM where a hit was titrated; hit rate 0.59% among 330,000; in the data active means a potency from the dose series; inconclusive means inhibition above about 70% without an active follow-up result;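 further: bacterial growth assessed after seven days of incubation; strong numbers were not always called active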
influenza NS1A – H1N1 influenza NS1A inhibitors, functional cell based assay (AID 504329). NS1A functional cell-based assay, percent inhibition; higher % means a stronger effect. one-dose inhibition, % at 12.5 µM; IC50 in µM for titrated hits. hit rate 0.3% among 340,000; in the data active means a potency from the dose series; inconclusive means inhibition above about 27% without an active follow-up result; further: strong numbers were not always called active
PhoP GFP inhibition – Inhibition of PhoP regulon, Salmonella typhi GFP reporter cells, confirmation, 4 h (AID 1850) | Salmonella Typhi PhoP-promoter GFP reporter, fluorescence, 4 h; higher % means a stronger effect | inhibition, % at 50 µM; hits with a dose series show IC50 in µM | hit rate 0.33% among 310,000; in the data active means a potency from the dose series; inconclusive means inhibition mostly from about 25% at the one dose, without a potency; inactive means the rest, 99 in 100 with inhibition below about 19%;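 further: 0% = induced wells with vehicle and 100% = uninduced wells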
M. tuberculosis – growth inhibition of non-replicating M. tuberculosis (AID 488890); Mycobacterium tuberculosis non-replicating, growth inhibition; higher % means a stronger effect; inhibition, % at 25 µM, or IC50 in µM where a hit was titrated; hit rate 0.39% among 320,000; in the data active means a potency from the dose series; inconclusive means inhibition mostly from about 82% at the one dose, without a potency; inactive means the rest, 99 in 100 with inhibition below about 76%;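 further: plate controls were DMSO cells for no effect and high antibiotic wells for full effect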
VEEV TC-83 Vero – inhibitors of VEEV TC-83 cytopathic effect, confirmation, Vero cells (AID 588727). Vero cells, VEEV TC-83 cytopathic effect inhibition; higher % means a stronger effect. inhibition, % at 20 µM; hits with a dose series show IC50 in µM. hit rate 0.13% among 350,000; in the data active means a potency from the dose series; inconclusive means inhibition mostly from about 14% at the one dose, without a potency; inactive means the rest, 99 in 100 with inhibition below about 12%; further: strong numbers were not always called active
VEEV TC-83 Vero 10K pilot screen – recorded beside VEEV TC-83 Vero, whose call it bears; inhibition, %; measured here: 10K pilot screen inhibition
Active calls of the source: *; i = inactive; ? = inconclusive; nt = not tested or not shown. Random draw from the library; about 1.5% have a hit in one of these screens.

SMILES | M. tuberculosis HTS | influenza NS1A | PhoP GFP inhibition | M. tuberculosis | VEEV TC-83 Vero | others
CC(=O)Sc1nc(-c2ccccc2)[nH]c1S(=O)(=O)c1ccc(C)cc1 | 11% | nt | 13% | 40% | nt
CCN(CC(=O)Nc1ccc(N2CCOCC2)cc1)Cc1nc2ccccc2c(=O)[nH]1 | -10% | -19% | -1% | -11% | 1.1%
O=C(c1ccc(NC(=O)C2(c3ccccc3)CCOCC2)cc1)N1CCOCC1 | -6% | 14% | -1% | 26% | 0.2%
CSCCC(NC(N)=O)C(=O)N(C)CC(=O)Nc1ccc(C)cc1 (stereo not drawn) | -5% | 7% | -11% | 1% | 0.3%
COc1ccc2cc(-c3ccsc3)ncc2c1 | 1% | -5% | nt | 30% | 0.7%
CCOc1ccc(N2C(=O)CC(SCC(=O)O)C2=O)cc1 (stereo not drawn) | -2% | -12% | 2% | 10% | 1.9%
Cc1ccccc1OCCn1cnc2cc([N+](=O)[O-])ccc2c1=O | 8% | 12% | 3% | 13% | 6.0%
CCN(CC)C(=O)c1ccccc1NS(C)(=O)=O | -5% | -15% | -11% | -10% | 0.8%
O=C1CCc2cc(S(=O)(=O)N3CCN(c4ccccc4F)CC3)ccc2N1 | -11% | -9% | 0% | 15% | i
O=C1c2oc3ccc(Cl)cc3c(=O)c2C(c2ccco2)N1CCN1CCOCC1 (stereo not drawn) | -1% | 6% | -3% | 3% | i
Cc1ccc(C(=O)N2CCN(C(=O)C3CCCO3)CC2)cc1 (stereo not drawn) | -1% | -9% | nt | -7% | 0.8%
O=C(/C=C/c1cn(-c2ccccc2)nc1-c1cccs1)NCCN1CCOCC1 | 6% | 0% | 4% | -4% | 2.5%
CC1(O)CC(c2ccc(Cl)cc2)=NN1C(=O)c1ccc(Cl)cc1 (stereo not drawn) | 48% | -15% | -2% | ? | 2.6%
COC(=O)C(CC(=O)CNC(=O)c1ccccc1)NC(=O)c1ccccc1 (stereo not drawn) | nt | 0% | nt | nt | 1.0%
CCOc1ccc(OCCOCCn2ccnc2)cc1 | 0% | 33% | 12% | -6% | 0.2%
COc1cccc(NC(=O)C(Cc2ccccc2)n2cccc2)c1 (stereo not drawn) | -1% | -7% | 9% | 22% | 1.6%
CCO[C@@H]1c2c(ccc3ccc(=O)oc23)OC(C)(C)[C@H]1O | -17% | -8% | nt | -7% | 1.5%
CC1(C)C2CCC1(C)C(NC(=O)CCN1CCCCC1)C2 (stereo not drawn) | -1% | -2% | 9% | 17% | i
O=C1CSC(=O)N1CCOCCN1C(=O)CSC1=O | -6% | -2% | 3% | -14% | i
O=C(Nc1ccc2c(c1)OCCO2)c1ccccc1F | 1% | 9% | -4% | -1% | 1.9%
N=c1c(S(=O)(=O)c2ccccc2)cc2c(=O)n3ccccc3nc2n1CCCN1CCOCC1 | 3% | -9% | -13% | -2% | 0.5%
CCc1cccc(NC(=O)Cn2cc3c(n2)CCCC3)c1 | -6% | -7% | 5% | 41% | 0.1%
CC(C)CN1CCC(=O)N([C@H](CN=[N+]=[N-])Cc2ccccc2)CC1 | -4% | -13% | -20% | 21% | 3.7%
O=C(c1cccc(S(=O)(=O)N2CCOCC2)c1)N1CCN(Cc2ccc3c(c2)OCO3)CC1 | 3% | -8% | -12% | 1% | 2.0%
N#CCn1cnc2sc(-c3ccccc3)cc2c1=O | -1% | 1% | 9% | -9% | 2.0%
Cc1oc2cc3oc(=O)c(CCC(=O)NCCN4CCOCC4)c(C)c3cc2c1C | -8% | -10% | -11% | 17% | 1.8%
Nc1nc(SCC(=O)NCc2ccccc2Cl)[nH]c(=O)c1NC(=O)c1ccccc1F | 15% | -10% | -1% | -17% | 0.1%
CN(CC(=O)NCc1ccc2c(c1)OCO2)S(=O)(=O)c1ccc(F)cc1 | -2% | 5% | 9% | 1% | 0.2%
CCS(=O)(=O)c1nc(S(=O)(=O)c2ccc(C)cc2)c(N2CCC3(CC2)OCCO3)s1 | -2% | -1% | -10% | 5% | 0.6%
O=C(NCC1CC1)C1(C(F)(F)F)C/C(=C\Cc2ccccc2)CCCO1 (stereo not drawn) | 8% | 6% | -4% | -7% | i
O=C(NC(=S)N1CCOCC1)c1cn(-c2ccccc2)nc1-c1ccccc1 | 24% | 0% | nt | 18% | 9.6%
CC(OC(=O)c1cc2sccc2n1C)C(=O)NCc1ccco1 (stereo not drawn) | -2% | -10% | -1% | 10% | 0.1%
Cn1cnnc1Sc1cc(N2CCNCC2)ccc1[N+](=O)[O-] | -2% | 11% | 1% | -3% | i
NS(=O)(=O)c1cccc(NC(=O)COC(=O)c2ccc(S(=O)(=O)N3CCOCC3)cc2)c1 | nt | 0% | nt | nt | 0.7%
CCn1c(SCC(=O)Nc2nc(C)c(C)s2)nc2cccnc21 | -3% | -7% | -1% | 5% | 0.0% | VEEV TC-83 Vero 10K pilot screen=6.4
O=C(O)CSc1nc2ccccc2s1 | 12% | -2% | 6% | 13% | 8.0%
CCOc1ccccc1NC1=C(Cl)C(=O)N(Cc2ccccc2)C1=O | 1% | 6% | 7% | 11% | i
COc1cc(/C=C/C(=O)OCC(=O)c2ccc(OC(F)F)cc2)ccc1O | 59% | 4% | nt | 64% | 3.0%
COc1ccccc1C(=O)NCCC(=O)NCCC12CC3CC(CC(C3)C1)C2 | 12% | 0% | -11% | 20% | 8.8%
Cc1ccc(S(=O)(=O)NC(=O)Nc2nccs2)cc1 | -7% | 4% | -10% | -14% | 0.3%
COC(=O)C1CCCCN1C(=O)c1cccc(OC2CCN(C(=O)C3CC3)CC2)c1 (stereo not drawn) | -8% | -2% | -13% | -3% | 1.5%
O=S(=O)(c1ccccc1)N(F)S(=O)(=O)c1ccccc1 | -8% | -6% | nt | -11% | 1.4%
NC1=CC(=O)C(=O)c2ccccc21 | nt | 3% | nt | nt | i
CCC(Sc1nc(C)cc(=O)[nH]1)C(=O)Nc1nc(-c2ccccc2)cs1 (stereo not drawn) | 8% | -1% | 4% | 26% | 2.7%
C[C@H]1CN=C2N(CCNC(=O)CCC3CCCCC3)[C@H](Cc3ccc(O)cc3)CN21 | 7% | 2% | -3% | 43% | 0.5%
CN(Cc1ccc(OC(F)F)cc1)Cc1nc2c(Br)cc(Br)cc2c(=O)[nH]1 | 7% | -14% | 5% | 63% | 2.2%
CCOc1ccccc1N1CCN(c2ncnc3scc(-c4ccc(OC)cc4)c23)CC1 | -1% | 0% | -5% | 29% | 9.4%
COc1ccc(-c2nnc(OCc3ccccc3)c3ccccc23)cc1 | 5% | -3% | 0% | 52% | 1.6%
CC(=O)N1N=C(c2ccco2)CC1c1ccc(Br)cc1 (stereo not drawn) | 0% | 1% | 4% | 7% | i
O=C(O)c1ccc(N/N=C/c2cn(-c3ccccc3)nc2-c2cccs2)cc1 | 19% | 8% | 3% | 45% | 7.0%
Nc1ccccc1C(=O)N1O[C@@H]2C=C[C@H]1C2 | nt | 15% | nt | nt | 0.1%
COc1ccc(OC)c(NC(=O)Cn2c(CCC(=O)O)ccc2-c2cccs2)c1 | 0% | -1% | 9% | 7% | 0.3%
COc1ccc(C(=O)NC2CC3CCCC(C2)N3CC(C)C)cc1 (stereo not drawn) | -1% | 3% | 0% | -2% | i
COc1cc(CNn2cn[nH]c2=S)cc(Cl)c1OCc1ccc(F)cc1 | 8% | 5% | 4% | -20% | 0.3%
CCn1c(SCC(=O)NCCCN2CCCC2=O)nnc1-c1cccc(C)c1 | nt | 2% | nt | nt | i
COc1ccc(CNC(=O)CCCC(=O)Nc2cccc(Br)c2)cc1 | 0% | -6% | 4% | ? | 0.2%
C[C@]12CCC3C(CC=C4C[C@@H](O)CC[C@@]43C)C1CCC2[C@]1(C)CCC(=O)O1 (stereo partly drawn) | 10% | -10% | -4% | 6% | 0.5%
O=C(COc1ncnc2cc([N+](=O)[O-])ccc12)NC1CCCCC1 | -4% | 17% | 18% | 2% | 0.7%
COc1cccc(CNC(=O)Cn2ncc3c(=O)oc4ccccc4c32)c1 | 6% | -9% | 5% | -8% | i
Nc1cc(=O)[nH]c(SCC(=O)Nc2cccc(S(=O)(=O)N3CCCCC3)c2)n1 | 2% | 1% | nt | 22% | 1.8%

Later entries
SMILES | M. tuberculosis HTS | influenza NS1A | PhoP GFP inhibition | M. tuberculosis | VEEV TC-83 Vero | others
CC(C)Cn1c(N)c(C(=O)CSc2nnnn2C)c(=O)n(C)c1=O | -1% | -6% | 9% | -2% | 0.5%
O=C(Cc1c[nH]c2ccccc12)Nc1ccccc1N1CCOCC1 | -4% | 3% | -9% | 29% | 2.2%
CC(=O)N(c1ccc(C(C)C)cc1)C1C=CS(=O)(=O)C1 (stereo not drawn) | -14% | -11% | 1% | 1% | i
CN(CCC#N)C(=O)COC(=O)c1nn(-c2ccccc2)c(=O)c2ccccc12 | -2% | nt | -4% | 10% | 1.0%
O=C(N[C@@H]1C/C=C\C[C@@H](CC(=O)N(CCO)Cc2ccccc2)C(=O)NC[C@H](c2ccccc2)OC1=O)OCC1c2ccccc2-c2ccccc21 | 11% | -15% | nt | 63% | 7.2%
C=CCn1c(-c2cccs2)nc2nc3ccccc3nc21 | 5% | 0% | 0% | 42% | 9.9%
Cc1ccc(-c2c(C(=O)N/N=C/c3ccc(C)o3)nnn2-c2nonc2N)cc1 | 0% | 6% | 4% | -12% | 2.6%
NS(=O)(=O)c1ccc(NC(=O)COC(=O)C23CC4CC(CC(C4)C2)C3)cc1 | -2% | 0% | 14% | -1% | 0.5%
COc1ccc(NC(=O)CC(C)=O)c(OC)c1 | nt | -6% | nt | nt | 1.1%
COc1cc(C)c(Cl)c(C)c1S(=O)(=O)NCc1cccnc1 | 5% | -26% | -13% | 11% | 1.7%

In the list so far, these contain fluorine.
SMILES | M. tuberculosis HTS | influenza NS1A | PhoP GFP inhibition | M. tuberculosis | VEEV TC-83 Vero | others
O=C1CCc2cc(S(=O)(=O)N3CCN(c4ccccc4F)CC3)ccc2N1 | -11% | -9% | 0% | 15% | i
O=C(Nc1ccc2c(c1)OCCO2)c1ccccc1F | 1% | 9% | -4% | -1% | 1.9%
Nc1nc(SCC(=O)NCc2ccccc2Cl)[nH]c(=O)c1NC(=O)c1ccccc1F | 15% | -10% | -1% | -17% | 0.1%
CN(CC(=O)NCc1ccc2c(c1)OCO2)S(=O)(=O)c1ccc(F)cc1 | -2% | 5% | 9% | 1% | 0.2%
O=C(NCC1CC1)C1(C(F)(F)F)C/C(=C\Cc2ccccc2)CCCO1 (stereo not drawn) | 8% | 6% | -4% | -7% | i
COc1cc(/C=C/C(=O)OCC(=O)c2ccc(OC(F)F)cc2)ccc1O | 59% | 4% | nt | 64% | 3.0%
O=S(=O)(c1ccccc1)N(F)S(=O)(=O)c1ccccc1 | -8% | -6% | nt | -11% | 1.4%
CN(Cc1ccc(OC(F)F)cc1)Cc1nc2c(Br)cc(Br)cc2c(=O)[nH]1 | 7% | -14% | 5% | 63% | 2.2%
COc1cc(CNn2cn[nH]c2=S)cc(Cl)c1OCc1ccc(F)cc1 | 8% | 5% | 4% | -20% | 0.3%
